# Screens as filed in PubChem BioAssay.
# FN deposition inh – fibronectin deposition inhibition | AH1F fibroblasts, Alexa488-fibronectin deposition fluorescence, overnight | inhibition, % at 12.6 µM | 350,000 compounds, 0.086% hits;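 active = mean inhibition across replicates of 30% or more, regardless of how many single replicates reach that level; inconclusive = mean under 30% yet at least half of replicates reach 30%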;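 also: positive control wells lacked labelled fibronectin entirely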
#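 test system = AH1F fibroblasts assembling fluorescent fibronectin matrix | quantity = 10000 AH1F cells per well | buffer or medium = DMEM plus 2% serum, read in PBS | doses = single dose, pinned | incubation = 1 h cell attachment, overnight exposure to compound and label | detection = fluorescence at 485 nm excitation, 525 nm emission | read-out basis = inhibition from reduced deposited-fibronectin fluorescence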
# CASP6 VEID inh – caspase-6 (human) enzyme inhibition; P55212; purified caspase-6, Z-VEID-R110 cleavage fluorescence; inhibition, % at 12.5 µM; 350,000 compounds, 0.53% hits; AID 686996;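 active = mean inhibition across replicates at least about 35%, with every replicate also reaching that limit, limit read from the data; inconclusive = only one of the two criteria met; inactive = neither criterion met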;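 also: 0% = median of neutral control wells and 100% = no fluorescence left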
# Target sequence (P55212 24-179 limits assumed): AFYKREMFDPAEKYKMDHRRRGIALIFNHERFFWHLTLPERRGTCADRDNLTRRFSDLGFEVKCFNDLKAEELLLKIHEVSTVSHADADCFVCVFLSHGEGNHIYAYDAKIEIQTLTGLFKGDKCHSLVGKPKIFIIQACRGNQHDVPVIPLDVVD
# Target sequence (P55212 194-293 limits assumed): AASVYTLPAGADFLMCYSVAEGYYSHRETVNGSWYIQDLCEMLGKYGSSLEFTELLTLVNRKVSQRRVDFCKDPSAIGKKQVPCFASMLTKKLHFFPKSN
# LGR2 inh – inhibitors of bursicon-induced Drosophila LGR2 receptor cAMP signaling. HEK293 LGR2, CRE-luciferase, bursicon-stimulated, 4 h. inhibition, % at 9.99 µM. 380,000 compounds, 0.35% hits. AID 720647;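 active = drop in luminescence signal, shown as inhibition above about 50% in the replicate tests, limit read from the data, passing the limit was not always enough; inconclusive = probably only some replicates passing the limit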;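 also: agonist challenge used bursicon conditioned medium at about half maximal strength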
# PGC1a acetyl inh – modulators of PGC1a acetylation. U2OS PGC1a acetylation, AlphaScreen anti-acetyl-lysine; with virally co-expressed GCN5 acetyltransferase. 350,000 compounds, 0.17% hits. inhibition, % at 15.6 µM;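 active = every replicate shows inhibition of at least 40%; inconclusive = mean inhibition at least 40% but some replicate below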;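 also: 0% = neutral control wells and 100% = positive control wells; some results beyond the cut were filed as inactive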
# EWS-Fli inh – inhibitors of EWS/Fli oncoprotein transcriptional activity; A673 NR0B1-luciferase reporter, viability-normalised; inhibition, % at 12.6 µM; 350,000 compounds, 0.67% hits; AID 651661;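 active = mean inhibition of at least 50% after viability correction, with every replicate also passing that limit; inconclusive = mean reaches 50% but only one of two replicates passes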;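 also: firefly luciferase signal divided by Alamar Blue viability fluorescence both relative to DMSO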
# PAX8 inh HTS – lowers PAX8-driven luciferase in RMG-I cells; inhibition, % at 12.6 µM; RMG-I TPO-luciferase reporter, SteadyGlo, 24 h; AID 652154; 360,000 compounds, 1.2% hits;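 active = mean replicate inhibition at least 60% with every replicate also reaching 60%; inconclusive = only one of the two criteria is met; inactive = mean below 60% and not all replicates reaching 60%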;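 also: luciferase light reporting Pax8 driven TPO promoter activity; plate controls were median of neutral control wells for no effect and mitoxantrone controls for full effect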
# miR-122 sensor – inhibitors of miR-122 in Huh7 cells | 340,000 compounds, 0.3% hits | activation (reporter increase), % at 12.5 µM | Huh7 miR-122 Renilla luciferase sensor, 48 h; neutral wells = 0, positive control = 100 | AID 602342;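 active = mean replicate activation score at least 90 and every replicate individually at or above 90; inconclusive = only one of the two criteria met; inactive = neither criterion met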;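 also: higher luciferase means less miR-122 activity so hits act as miR-122 inhibitors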
# Cneo AK release – Cryptococcus neoformans lysis via adenylate kinase release | lysis activity, % at 15 µM | 360,000 compounds, 0.2% hits | C. neoformans lysis, adenylate kinase release luminescence, 4 h; normalised: neutral wells 0, clomiphene wells 100;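 active = mean lysis activity across replicates of at least 80%, whatever share of replicates individually reach that level; inactive = mean lysis activity below 80%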
#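 Material – log-phase Cryptococcus neoformans yeast cells · Input – 5 × 10^6 yeast cells/mL · Medium – fresh YPD growth medium · Doses – single compound concentration per well · Timing – static 4 h at 37 °C with compound, 1 h detection · Detection – adenylate kinase release luminescence · Read-out – signal increase indicating cell lysis · Control set – Clomiphene as positive lysis control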
# * marks the source's active call; other numbers are inactive results; ? = inconclusive; . = not tested or not shown; [ ] = remark or other dose.
SMILES,FN deposition inh,CASP6 VEID inh,LGR2 inh,PGC1a acetyl inh,EWS-Fli inh,PAX8 inh HTS,miR-122 sensor,Cneo AK release
CCOc1ccc(N2C(=O)C3C4C=CC(CC4)C3C2=O)c([N+](=O)[O-])c1 (configuration not stated),-2,.,.,6,.,7,0,0
Cc1[nH]c2c(C)cccc2c(=O)c1CN1CCCCCC1,0,-77,6,.,-8,3,.,.
CN(C)c1nc(NC(C)(C)C)nc(SCC(=O)Nc2ccccc2)n1,-5,-8,-8,-10,5,1,.,.
O=C(Cn1nc(-c2ccc(Cl)cc2)c2ccccc2c1=O)Nc1cccnc1,-4,.,.,-4,.,11,-1,.
COC(=O)c1cccc(NC(=O)CSc2nnc(C)n2C)c1,-12,2,-4,?,-12,-28,.,-1
CC1Cc2cc(/C(O)=C3/C(=O)C(=O)N(CCCn4ccnc4)C3c3ccc(Br)cc3)ccc2O1 (configuration not stated),10,-7,-7,0,.,4,-5,-2
O=C(c1cccnc1)N1CC(=O)N2[C@H](CO)[C@H](c3ccc(-c4cccnc4)cc3)[C@@H]2C1,.,0,2,-4,-3,-14,.,.
CCOC(=O)C1=C(COC(=O)c2ccc(OC)c(S(=O)(=O)N3CCOCC3)c2)NC(=O)NC1C (configuration not stated),3,4,-12,.,-1,2,.,0
S=c1[nH]nc(-c2cc(-c3ccccc3)n[nH]2)n1/N=C/c1cccc(Cl)c1,-6,-3,.,-3,16,-23,.,.
CCCOc1ccc(C2C(C(=O)c3cc4ccccc4o3)=C(O)C(=O)N2c2cc(C)on2)cc1OC (configuration not stated),-5,10,8,7,.,-6,-3,1
CN(C)/C=N/C(=S)Nc1ccc(Cl)cc1Cl,1,-1,.,.,-42,-65,.,.
COc1ccc(Cl)cc1NC(=O)CCN1CCN(c2ccccc2C)CC1,.,0,7,4,.,.,0,0
NNC(=O)C1CCN(S(=O)(=O)c2ccc(Cl)cc2)CC1,-9,-5,10,.,-2,-6,.,.
COCC(=O)N(C)C[C@@H]1Oc2cc(-c3ccc(OC)cc3)ccc2S(=O)(=O)N([C@@H](C)CO)C[C@@H]1C,.,5,-2,6,8,.,-7[16.7 µM],2
CCCN(C(=O)CSc1nnnn1-c1ccccc1OC)C1CCS(=O)(=O)C1 (configuration not stated),-4,1,9,7,-1,.,-4,-3
Cc1ccc(NC(=O)CN(C)C(=O)COC(=O)C2=COCCO2)cc1,1,-1,-17,.,6,3,.,.
COc1ccc(S(=O)(=O)c2c(O)c3ccc(C(=O)Nc4ccccc4)cc3[nH]c2=O)cc1,1,2,9,-18,1,-4,-2,2
O=C(O)Cc1sc(NC2CCCCC2)nc1-c1ccc(Cl)cc1,8,-1,-54,.,-29,-47,0,-1
CC(CN1CCN(Cc2ccccc2)CC1)c1ccccc1 (configuration not stated),-7,-4,34,12,-7,13,6,-2
COc1ccc(/C=N/NC(=O)c2sccc2OCc2ccc(F)cc2)cc1OC,.,.,4,13,.,.,5,-4
O=Nc1c2cc3ccccc3[nH]c-2c2ccccc12,0,-4,24,-16,-119,-33,0,.
COc1cc(C(c2sc3nc(C)nn3c2O)N2CC(C)CC(C)C2)cc(OC)c1OC (configuration not stated),4,2,12,.,8,-9,.,12
C[C@H](CO)N1C[C@H](C)[C@H](CN(C)C(=O)NC2CCCCC2)Oc2ccc(NS(=O)(=O)c3ccc(Cl)cc3)cc2CC1=O,-10,0,-3,-2,-159,2,-4[16.7 µM],-6
C[C@@H]1CN([C@H](C)CO)C(=O)c2cccc(NS(=O)(=O)c3cn(C)cn3)c2O[C@@H]1CN(C)C(=O)Nc1ccccc1,.,1,-6,5,-6,.,-6[16.7 µM],-2
CN(C)CCNC(=O)c1nn(C)c2c1CCc1ccccc1-2,-1,0,7,-3,2,-5,-20,0
# (cont.)
SMILES,FN deposition inh,CASP6 VEID inh,LGR2 inh,PGC1a acetyl inh,EWS-Fli inh,PAX8 inh HTS,miR-122 sensor,Cneo AK release
C[C@H]1CN([C@@H](C)CO)C(=O)c2cc(NS(=O)(=O)c3ccc(F)cc3)ccc2O[C@H]1CN(C)Cc1ccc2c(c1)OCO2,-12,0,-18,-3,28,8,-8[16.7 µM],42
CCNC(=O)c1cc2c(c(-c3cccc(-c4ccncc4)c3)n1)[C@H](CCO)N(S(=O)(=O)CC)C2,-21,0,2,1,55*,.,.,.
N#C[C@H]1[C@H](c2ccccc2-c2ccc(F)cc2)[C@H](CO)N1C(=O)NC1CCCCC1,-10,1,14,-6,-1,9,.,.
COc1ccccc1NC(=S)NCCN1CCOCC1,-13,-1,3,0,-11,-12,-10,-1
CN1CCC(OC(=O)c2ccc(Cl)cc2Cl)CC1,2,-4,2,-9,12,-4,16,6
COC(=O)c1sc(NC(=O)C(C)c2ccccc2)nc1C (configuration not stated),-4,.,-9,-1,.,-7,7,-6
O=C(Nc1ccc(F)c(Cl)c1)C1CCCN(C2=NS(=O)(=O)c3ccccc32)C1 (configuration not stated),-2,-2,-7,-5,7,18,-8,2
COc1ccc(/C=C/C(=O)NC(=S)N2CCOCC2)cc1,2,2,-24,.,-51,-110,3,-2
Cc1cnc([N+](=O)[O-])n1CCOC(=O)NC(=O)c1ccc(F)cc1,-3,-1,18,-18,11,-14,3,.
COc1ccc(C(=O)N/C(=C/c2ccco2)C(=O)NCc2ccco2)cc1,0,10,-4,.,-3,6,-5,-1
O=c1[nH]nc(N=Nc2c(O)[nH]c3ccc(F)cc23)c(=O)[nH]1,2,0,8,6,4,4,-3,1
Cc1ccc(S(=O)(=O)N(C)C[C@@H]2Oc3ccc(NC(=O)Nc4ccccc4)cc3CC(=O)N([C@@H](C)CO)C[C@@H]2C)cc1,.,3,32,-3,32,59,12[16.7 µM],-1
CCc1nnc(NC(=O)c2ccc3c(=O)n4c(nc3c2)CCCCC4)s1,0,0,-11,12,-6,-10,3,-1
COc1ccc(/C=C/C(=O)Nc2cccc(S(=O)(=O)N3CCCC3)c2)cc1OC,1,1,18,.,-4,16,-6,-1
Cc1cc(C)cc(-n2c3nc4ccccc4nc3c3c(=O)n(Cc4ccco4)cnc32)c1,.,.,14,21,.,.,2,0
CCCn1cc(CN2CCc3ccc(NC(=O)C4CCCO4)cc3C2)c(C)n1 (configuration not stated),-2,-4,-4,.,4,18,-3,3
O=C(CSc1nnnn1C1CCCCC1)NCc1ccc2c(c1)OCO2,.,3,-8,.,-2,.,8,.
COCC(=O)N(C)C[C@@H]1Oc2cc(C#CC3CCCC3)ccc2S(=O)(=O)N([C@@H](C)CO)C[C@@H]1C,.,.,-5,-10,-7,.,-3[16.7 µM],.
N/C(=N\OC(=O)CCCOc1ccccc1)c1ccncc1,.,2,-18,.,-6,-1,.,.
O=C(C1CCC(=O)N(C2CCCC2)C1)N1CCN(c2ccc(Cl)cc2)CC1 (configuration not stated),-12,2,22,4,.,7,-6,.
CCCCN1C(=O)C(=O)N(c2ccccc2)C1=S,-6,-3,-54,.,-32,-120,.,.
Cc1ccc(C(=O)Nc2ccccc2C(=O)N2CCCC(C)C2)cc1 (configuration not stated),0,0,-9,.,3,-8,6,-1
Cc1ccc(S(=O)(=O)N(C)C[C@@H]2Oc3ccc(NC(=O)Cc4cn(C)c5ccccc45)cc3C(=O)N([C@H](C)CO)C[C@H]2C)cc1,.,-1,-9,-11,29,17,7[16.7 µM],0
O=C(Nc1ccc(F)cc1)c1cc(S(=O)(=O)N2CCOCC2)cs1,.,-6,-3,.,.,1,.,0
O=C(C[C@@H]1C[C@@H]2c3cc(NC(=O)c4cccnc4)ccc3O[C@@H]2[C@@H](CO)O1)NCCc1ccccc1,.,-1,-5,-1,-3,6,2[16.7 µM],7
# Further results:
SMILES,FN deposition inh,CASP6 VEID inh,LGR2 inh,PGC1a acetyl inh,EWS-Fli inh,PAX8 inh HTS,miR-122 sensor,Cneo AK release
COc1ccc(N(CC(=O)NCCC2=CCCCC2)S(=O)(=O)c2ccccc2)c(OC)c1,-11,1,3,13,-2,-11,-4,2
Cc1ccccc1OCC(=O)Nc1ccc2c(c1)OCO2,.,-1,-26,-14,-66,.,-5,-8
CCOc1ccc(NC(=O)CSc2nnc(CCNC(=O)c3ccc(OC)cc3)n2CC)cc1,-5,.,-42,-5,.,.,-1,0
O=C(COc1coc(CN2CCc3ccccc3C2)cc1=O)Nc1cccc([N+](=O)[O-])c1,-3,0,6,-7,1,-9,1,1
CN1CCN(S(=O)(=O)c2ccc(Oc3ccc(Br)cc3F)nc2)CC1,5,-3,-5,.,-5,12,.,-1
CCOC(=O)c1ccc(-n2c(N)c(C(=O)NCc3ccco3)sc2=S)cc1,.,5,-38,-1,2,.,-13,-5
O=C1O[C@H](c2ccccc2)[C@H](c2ccccc2)N2[C@H]1[C@@H](C(=O)Nc1nc3ccccc3s1)[C@]1(C(=O)Nc3ccc(C#CCCO)cc31)[C@H]2c1ccc(OCCO)cc1,.,3,.,.,-34,-22,.,-3
CNC[C@H]1Oc2cc(C#CC3CCCCC3)ccc2S(=O)(=O)N([C@H](C)CO)C[C@@H]1C,-3,3,-2,-3,15,28,-42[16.7 µM],5
CCOc1ccc(N(C)c2ccc(/C=C3/SC(=S)NC3=O)cc2)cc1,-2,5,-4,.,-9,19,.,-2
Cc1c(Br)c([N+](=O)[O-])nn1CC(=O)Nc1ccc(C(N)=O)cc1,-1,1,11,-12,3,-34,-15,.
Cc1ccc(S(=O)(=O)N2CCOC2C(Cl)(Cl)Cl)cc1 (configuration not stated),-33,-3,13,-12,-3,0,18,-3
CN(Cc1cccc2ncccc12)C(=O)CC1C(=O)NCCN1Cc1ccc(F)cc1 (configuration not stated),8,7,32,16,11,14,-5,-5
CC(C)CN(C(=O)Cn1ccccc1=O)C1CCS(=O)(=O)C1 (configuration not stated),-1,1,-11,.,-1,-8,.,1
NC(=O)C1CCN(S(=O)(=O)c2ccc3c(c2)OCCO3)CC1,0,-1,4,1,1,4,.,.
Cc1ccc(Cc2c(-c3ccc(F)cc3)nc3cc(C)ccn23)cc1,-6,-3,-48,.,-69,-141,5,7
COc1ccc(S(=O)(=O)Nc2cccc3c2O[C@@H](CN(C)C(=O)Nc2c(C)noc2C)[C@H](C)CN([C@H](C)CO)C3=O)cc1,.,-3,6,-2,-1,.,-4[16.7 µM],3
CCn1c(=O)n(Cc2ccco2)c(=N)c2c3c(sc21)COC(C)(C)C3,.,.,.,-3,.,20,-7,-3
C[C@H](CO)N1C[C@H](C)[C@H](CN(C)C(=O)CC2CC2)Oc2ncc(C#CC(C)(C)O)cc2C1=O,-2,-2,11,19,-5,.,0[16.7 µM],-2
COC(=O)C1=C(C)NC(=O)NC1c1ccc(-c2ccccc2Cl)o1 (configuration not stated),.,-2,10,-3,9,1,.,.
O=c1c2ccccc2sc2ccc(C#CC3(O)CCCCC3)cc12,5,7,100*,.,89*,69*,.,4
Cc1cc(C(=O)Nc2ccccc2N2CCOCC2)c(C)o1,-16,0,0,8,5,-9,0,3
